HCV inh – qHTS Assay for Inhibitors of Hepatitis C Virus (HCV); Huh7.5.1 HCVcc-Cre infection, luciferase reporter, 44 h; actives 3.4% (n = 340,000); Potency, µM (series often up to 41.8 µM), without a hit: top-dose activity change, negative = inhibition, actives largely listed as inhibitors; AID 651820, 2012; note: potency is the fitted concentration of half-maximal effect; % is set by controls: 0 for no effect and ±100 for the full control effect
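1,000 cells/well; 4 h culture; + compound; + HCVcc-Cre (~0.5 moi); 44 h; luciferase substrate, RT 15 min; read 15 sec.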
Cycloheximide cs – Cycloheximide Counterscreen for Small Molecule Inhibitors of Shiga Toxin; actives 12% (n = 300,000); cell reporter, cycloheximide protein synthesis inhibition counterscreen; max response, %; AID 2314, 2010; in the data active = max response mostly above about 13%, no sharp cut-off; inactive = mostly below about 14%; note: read at 38.3 µM for the half of the compounds with a filed dose; 0% is about no effect
Shiga inhibitor – A qHTS for Small Molecule Inhibitors of Shiga Toxin; inhibition, % at 38.7 µM; actives 9.2% (n = 290,000); Vero cells, Shiga toxin protein synthesis inhibition reporter; AID 2315, 2010; in the data active = inhibition mostly above about 28%, no sharp cut-off; inactive = mostly below about 43%; note: 0% is about no effect
LmPK inhibitor – qHTS Assay for Inhibitors of Leishmania Mexicana Pyruvate Kinase (LmPK). purified LmPK, Kinase-Glo ATP luminescence, 1 h. Potency, µM (titrated, usually from 57.5 µM), for inactives: at the top dose activity change, negative = inhibition, usual class: inhibitors. actives 0.37% (n = 290,000). AID 1721, 2009; note: potency is the fitted concentration of half-maximal effect; % is set by controls: 0 for no effect and ±100 for the full control effect
Target sequence (Q27686 whole entry, looked up): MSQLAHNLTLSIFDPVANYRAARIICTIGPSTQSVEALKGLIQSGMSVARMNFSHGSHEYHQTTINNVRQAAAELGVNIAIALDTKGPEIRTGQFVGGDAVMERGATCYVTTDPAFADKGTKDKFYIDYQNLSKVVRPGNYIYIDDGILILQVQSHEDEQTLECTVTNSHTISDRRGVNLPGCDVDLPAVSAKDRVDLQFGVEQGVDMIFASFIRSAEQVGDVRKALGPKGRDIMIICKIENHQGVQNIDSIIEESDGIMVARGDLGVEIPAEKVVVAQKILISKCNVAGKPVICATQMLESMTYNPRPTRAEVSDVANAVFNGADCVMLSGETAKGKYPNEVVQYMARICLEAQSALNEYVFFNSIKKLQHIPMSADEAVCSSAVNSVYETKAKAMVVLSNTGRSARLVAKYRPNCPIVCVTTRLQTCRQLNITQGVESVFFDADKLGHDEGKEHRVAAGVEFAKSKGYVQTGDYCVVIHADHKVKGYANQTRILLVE
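Purified LmPK (0.1 nM) converted ADP (0.1 mM) to ATP with PEP (0.5 mM) in imidazole buffer pH 7.2 with KCl and MgCl2, 1 h at room temperature. ATP was read by Kinase-Glo luminescence; data normalized to uninhibited and no-enzyme controls.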
TbPYK inhibitor – qHTS of Trypanosoma Brucei Inhibitors | TbPYK enzyme, Kinase-Glo Plus ATP luminescence, 45 min | Potency, µM (titrated, usually from 76.8 µM), without a hit: at the top dose activity, negative = inhibition, actives largely listed as inhibitors | actives 0.12% (n = 410,000) | AID 624173, 2012; note: potency is the fitted concentration of half-maximal effect; % is set by controls: 0 for no effect and ±100 for the full control effect; nearly all actives have a fitted effect of over 50% in size
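ADP (130 uM final) triggers the TbPYK reaction after compound addition; incubation is 45 min at room temperature. Kinase-Glo Plus is then added and luminescence imaged. Normalized data are fitted to concentration-effect curves.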
Pf growth 96h – Primary qHTS for delayed death inhibitors of the malarial parasite plastid, 96 hour incubation | Potency, µM (highest dose often 28.7 µM), for inactives: at the highest dose activity change, negative = inhibition, hits mostly inhibitors | P. falciparum luciferase reporter growth, 96 h | actives 6.9% (n = 320,000); note: potency is the fitted concentration of half-maximal effect; % is set by controls: 0 for no effect and ±100 for the full control effect
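Two-generation exposure (96 h) targets delayed-death phenotype. Reporter parasites carrying integrated firefly luciferase, in red cells at 2% hematocrit and 0.05% parasitemia final, kept at 37 C, 5% CO2; luminescence loss indicates inhibition.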
Pf growth 48h – Primary qHTS for delayed death inhibitors of the malarial parasite plastid, 48 hour incubation; P. falciparum luciferase growth in erythrocytes, 48 h; Potency, µM (series often up to 28.7 µM), for the others: top-dose activity change, negative = inhibition, usual class: inhibitors; actives 5.9% (n = 310,000); AID 504832, 2011; note: potency is the fitted concentration of half-maximal effect; % is set by controls: 0 for no effect and ±100 for the full control effect
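Here the parasites carry a stable luciferase gene and grow inside erythrocytes in Albumax-based RPMI medium with compound for one erythrocytic cycle. Activity is scored as loss of luminescent signal.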
* hit, by the source's call; ? = inconclusive; nt = no result given; [ ] = remark or other dose. Unless noted, calls come from the whole dose curve; as a rule, active = well fitted curve in the direction sought with a large enough effect; inconclusive = small, poorly fitted or top-dose-only effect, or another doubt; inactive = no such curve, though single readings can be large; an effect the other way counts as inactive or inconclusive.

Structure	TbPYK inhibitor	Pf growth 96h	Shiga inhibitor	HCV inh	Cycloheximide cs	LmPK inhibitor	Pf growth 48h
Cn1c(=O)n(C)c2cc(/C=N/N=C3/NC(=O)C(CC(=O)O)S3)ccc21 (configuration not stated)	-7%	51%[activator]	-5	3%	4	0%	21%
O=C(COc1ccc2ccc(=O)oc2c1)NCC(O)c1ccccc1 (configuration not stated)	1%	-27%	-18	17%	-11	-2%	19%
O=[N+]([O-])c1cccnc1N/N=C/c1ccccc1O	-27%	261%[activator]	78*	?	43*	14µM*	136%[activator]
CCOC(=O)c1ccc(N/C=C2/CCCC(C)C2=O)cc1 (configuration not stated)	5%	-30%	52*	4%	57*	-5%	nt
C=CCSc1nc(N2CCOCC2)c2c(c1C#N)CC(C)(C)N(C)C2	1%	?	-13	-25%	-1	4%	?
COc1cc(OC)cc(C(=O)Nc2ccc(Cn3ccnc3)cc2)c1	5%	22%	25	0%	15*	0%	?
O=C1CC(N2CCN(c3ccccc3F)CC2)C(=O)N1c1ccc2c(c1)OCCO2 (configuration not stated)	10%	0%	14	-3%	1	1%	-27%
CS(=O)(=O)n1nc(OC(=O)c2cc(Br)ccc2Cl)cc1N	-12%	-33%[5.75 µM]	5	3%	-3	0%	-8%
CC(NC(=O)c1ccco1)c1nc(-c2ccccc2Cl)no1 (configuration not stated)	-6%	?	-2	29%	4	-1%	10%
O=C(C[n+]1cccc(O)c1)NCc1ccc(Cl)cc1	-8%	-5%	-4	16%	-5	-2%	0%
O=S(=O)(c1cccc(-c2nnc3n2CCCCC3)c1)N1CCCC1	0%	2%	14	-8%	7	0%	-2%
CCOC(=O)c1nnn(CC(=O)Nc2ccccc2OC)c1C(=O)OCC	-12%	-17%	-15	15%	-3	9%	nt
CCOC(=O)Nc1ccc(S(=O)(=O)NC2CCCCC2)cc1	-10%	7%[5.75 µM]	-10	?	2	0%	-32%[5.75 µM]
CCOC(=O)N1CCN(C(=O)c2cc(C)no2)CC1	1%	11%	-13	30%[activator]	-9	2%	nt
COc1ccc(NC(=O)C2CCN(S(=O)(=O)c3c(C)noc3C)CC2)cc1Cl	0%	nt	3	?	-4	1%	-9%
CCc1ccc(C2CC(=O)NC(SCC(=O)OC(C)C)=C2C#N)cc1 (configuration not stated)	-13%	?	33	?	-2	14%	nt
CN(C(=O)CNC(=O)c1ccc(Br)o1)C1CCCCC1	7%	?	78*	9%	21*	0%	38%[activator]
CCOC(=O)c1nnsc1-c1ccc(-c2snnc2C(=O)OCC)cc1	-2%	6%	-5	-9%	-8	-6%	22%
CC(=O)Nc1ccc(C2=NN(CC#N)C(=O)SC2)cc1	-4%	54%[activator]	-23	-13%	-3	0%	35%[activator]
O=C1CCN(Cc2ccccc2)N1	-15%	39%[activator]	3	13%	1	0%	20%
CCCCCN(C(=O)CCC(=O)OCC(=O)N(CC#N)c1ccccc1)c1c(N)n(CCCC)c(=O)[nH]c1=O	-1%	21%	nt	-6%	nt	nt	-4%
Cc1ccc(C)n1CCN1CCN(C(=O)c2ccco2)CC1	-5%	54%[activator]	-4	-15%	-3	0%	0%
CCCc1nn2c(=O)cc(CSCC(=O)Nc3ccc(F)cc3)nc2s1	1%	-22%	-10	3%	-1	-8%	-7%
CC(=O)Nc1ccc(N2C(=O)CC(Sc3nccc(C)n3)C2=O)cc1 (configuration not stated)	-3%	?	-3	7%	0	1%	120%[activator]
Cc1cccc(C)c1OCC(=O)Nc1cccc(S(=O)(=O)N2CCCC2)c1	6%	?	nt	8.9µM*	nt	nt	?
CC(C)(C)c1ccc(-n2ncc3c2CCCC3NC(=O)C2(C(N)=O)CC2)cc1 (configuration not stated)	13%	13µM*	8	?	8	-1%	-14%
CCC(=O)Nc1nnc(SCC(=O)Nc2cccc(Cl)c2)s1	0%	4%	-34	5%	-1	-13%	19%
CCN(CC)CCN(Cc1cc2cc(C)c(C)cc2[nH]c1=O)C(=S)NCc1ccco1	-20%	12%	29	?	-1	4%	20%
Cc1csc(Nc2nc(N)c(C(=O)Nc3cc(Cl)ccc3F)o2)n1	-3%	-17%	21	?	15	-3%	?
CC(C)(C)OC(=O)NCc1ccc(CNC(=O)c2[nH]cnc2C(=O)NCC(=O)OCc2ccccc2)cc1	-5%	5%	9	?	7	2%	-17%

Six of the compounds above, with values under each structure:
Screens in order – TbPYK inhibitor | Pf growth 96h | Shiga inhibitor | HCV inh | Cycloheximide cs | LmPK inhibitor | Pf growth 48h
> CCOC(=O)N1CCN(C(=O)c2cc(C)no2)CC1
    1% | 11% | -13 | 30%[activator] | -9 | 2% | nt
> COc1ccc(NC(=O)C2CCN(S(=O)(=O)c3c(C)noc3C)CC2)cc1Cl
    0% | nt | 3 | ? | -4 | 1% | -9%
> CCc1ccc(C2CC(=O)NC(SCC(=O)OC(C)C)=C2C#N)cc1 (configuration not stated)
    -13% | ? | 33 | ? | -2 | 14% | nt
> CN(C(=O)CNC(=O)c1ccc(Br)o1)C1CCCCC1
    7% | ? | 78* | 9% | 21* | 0% | 38%[activator]
> CCOC(=O)c1nnsc1-c1ccc(-c2snnc2C(=O)OCC)cc1
    -2% | 6% | -5 | -9% | -8 | -6% | 22%
> CC(=O)Nc1ccc(C2=NN(CC#N)C(=O)SC2)cc1
    -4% | 54%[activator] | -23 | -13% | -3 | 0% | 35%[activator]

Returning to the listing, repeating the two entries before the break.
Structure	TbPYK inhibitor	Pf growth 96h	Shiga inhibitor	HCV inh	Cycloheximide cs	LmPK inhibitor	Pf growth 48h
Cc1csc(Nc2nc(N)c(C(=O)Nc3cc(Cl)ccc3F)o2)n1	-3%	-17%	21	?	15	-3%	?
CC(C)(C)OC(=O)NCc1ccc(CNC(=O)c2[nH]cnc2C(=O)NCC(=O)OCc2ccccc2)cc1	-5%	5%	9	?	7	2%	-17%
COc1cc(C(=O)NC2CCN(CC(=O)NC3CCCCC3)CC2)cc(OC)c1OC	1%	2%	-13	-5%	-3	-1%	-24%
COc1ccc(C(=O)CSc2nc(C)cc(C)n2)cc1C	7%	5%	12	?	6	-7%	-7%
O=C(NCCN1CCN(c2ccccc2)CC1)c1cccc(Cl)c1	-8%	-3%	-3	11%	-2	3%	15%
COc1ccc(CCNC(=O)CCCN2C(=O)c3ccccc3C2=O)cc1	4%	0%	15	-2%	6	-2%	-3%
NC(=O)COC(=O)CCCc1nc2ccccc2s1	2%	0%	15	6%	1	1%	nt
COc1ccccc1CNC(=O)CN(C)S(=O)(=O)c1ccc(F)cc1	1%	-10%	2	-5%	1	9%	-12%
CC(C)(C)c1ccc(C(=O)NCc2nnc(SCC(=O)NC3CCCC3)o2)cc1	-6%	?	15	3%	11	0%	22%
CCCCOC(=O)Nc1nc(C)c(C(=O)OCC)s1	-1%	1.5µM*	23	-2%	12	1%	nt
O=C(/C(=N\O)n1cncn1)c1ccc(Br)cc1Br	-1%	?	6	9%	-3	7%	14%
CCOc1ccc(NC(=O)c2ccc(NC(=S)NC3CC3)cc2)cc1	-6%	3%	51*	?	11	3%	?
O=C(c1cnn(C(=O)COc2ccccc2F)c1)c1cc(F)ccc1O	-7%	-13%	25	-1%	-2	-1%	?
COc1ccc(/C=C(\NC(=O)c2ccccc2)C(=O)OC[C@@H]2CCC[N+]3(C)CCCCC23)cc1OC (some centres not stated)	?	-14%	-5	18%	-1	-1%	?
CC(/C(O)=C(\C#N)c1nc2ccccc2n1C)N1C(=O)c2ccccc2C1=O (configuration not stated)	nt	-24%	31	nt	1	3%	22%
O=C(Cc1ccccc1F)Nc1cc(S(=O)(=O)N2CCOCC2)ccc1N1CCOCC1	-2%	?	nt	4%	nt	nt	?
CCOc1ccc(N/C(C)=C/C(=O)c2ccc3c(c2)OCCO3)cc1	1%	?	60*	?	56*	2%	112%[activator]
CCN(CC)CCCNC(=S)N1CCN(c2nc(-c3ccccc3)cs2)CC1	-5%	44%[activator]	-5	7.9µM*	-3	-3%	?
CC1(C)CC(=O)C(C=Nc2cccnc2/N=C/C2=C(O)CC(C)(C)CC2=O)=C(O)C1	-13%	7%	16	3%	-1	-4%	18%
Cc1ccc(S(=O)(=O)N(C)c2ccc(OCC(=O)OCC(=O)N(CC#N)c3ccccc3)cc2)cc1	2%	2%	nt	18%	nt	nt	-18%
Cc1ccc(C)c(C(=O)CN2C(=O)NC3(CCC(C)CC3)C2=O)c1 (configuration not stated)	-4%	96%[activator]	-8	5%	-3	0%	-2%
Cc1ccc(C(=O)NNC(=O)CCn2nnc3ccccc32)cc1	1%	-10%	7	17%	-2	0%	33%[activator]
COC(=O)C1=CN(C)C=C(C(=O)OC)C1c1ccccc1Cl	-5%	nt	-4	6%	-4	2%	-23%
COC(=O)c1ccc(OC(=O)c2ccc(OCc3c(C)noc3C)c(OC)c2)cc1	nt	10µM*	-5	nt	2	-2%	15%

Complete entries from above. Order of screens: TbPYK inhibitor | Pf growth 96h | Shiga inhibitor | HCV inh | Cycloheximide cs | LmPK inhibitor | Pf growth 48h
O=C(c1cnn(C(=O)COc2ccccc2F)c1)c1cc(F)ccc1O reads -7% | -13% | 25 | -1% | -2 | -1% | ?
COc1cc(C(=O)NC2CCN(CC(=O)NC3CCCCC3)CC2)cc(OC)c1OC reads 1% | 2% | -13 | -5% | -3 | -1% | -24%

Screens: PubChem BioAssay, National Center for Advancing Translational Sciences (NCATS)
